Screening data from PubChem.
BRCA1 expr up = BRCA1 expression activation; MCF7-BRCA1-FFLuc reporter, luminescence, 48 h; response scale: scaled: vehicle 0%, 10 µM genistein 100%; Potency, µM (top dose mostly 46.1 µM), without a hit: top-dose activation, hits mostly activators; actives 1.1% (n = 380,000); AID 624202; active means well fitted activation curve with a large enough effect; inconclusive means small, poorly fitted or top-dose-only effect; inactive means no such curve, though single readings can be large or run the other way; further: nearly all actives have a fitted effect of over 80% in size; some results filed as inactive show a strong effect at the top dose
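Luminescence from a BRCA1-driven firefly luciferase in MCF7 cells was read after 48 h compound exposure at 37 C. Data normalized against DMSO and a 10microM genistein activation control, then curve-fitted across the titration.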
The depositor's hits bear a star; u = inconclusive; & = joins results of further samples; [ ] = another dose, or the depositor's remark. Potency means the concentration at half of the fitted maximal effect. Only part of the results is shown; rates above refer to the full screens.

SMILES	BRCA1 expr up
CCOC1=C2[C@H]([C@H]3C(=O)N(c4ccccc4)C(=O)[C@H]3C1)[C@@H](c1ccccc1)N(S(=O)(=O)c1ccc(C)cc1)[C@H]2c1ccccc1	6%
COc1cc(-c2cc(NC=O)c3ncc(-c4ccccc4)n3c2)cc(OC)c1OC	-63%
CCCCc1nc2sc3c(=O)[nH]c(=S)[nH]c3c2c2c1CCC2	-4%
CC(=O)n1c(=O)oc2ccccc21	5%
O=C1NCC(Nc2ccccc2Cl)C(=O)N1 (stereo unspecified)	-12%
CN(C(=O)c1cccc(NC(=O)Cc2cccc(NC(=O)C3CCCN(C(=O)C4CCCC4)C3)c2)c1)C1CCC1 (stereo unspecified)	4%
Cc1ccc(CN2CCN(c3ccccc3Cl)CC2)o1	-8%
Cc1cc(OCc2cn(CC(=O)c3ccc(O)cc3)nn2)ccc1[N+](=O)[O-]	10%
CC(C)(C(=O)N1CCC1(C)C(=O)NS(=O)(=O)c1cccc(F)c1)c1ccccc1 (stereo unspecified)	4%
O=C1/C(=C/c2ccccc2)CCc2ccc(Cl)nc21	-10%
COCCNC(=O)C1CCCN(C(=O)c2cc(C(C)(C)C)nn2C)CC1 (stereo unspecified)	2%
CCc1nc2c(OCCc3cccc(OC)c3)cccn2c1N(C)C(=O)c1cccs1	-19%
COc1cccc(CNc2nc3cc(C(C)=C(C)C)sc3c(=O)n2C)c1	-56%
Cc1ccc(S(=O)(=O)NC(=O)C2(C)CCN2C(=O)C2CC2)cc1 (stereo unspecified)	6%
O=C(NCc1ccc(F)cc1)c1cc(-c2ccccn2)nc2ccc(S(=O)(=O)N3CCOCC3)cc12	-4%
OC(CN1CCCCC1)c1ccc(Br)cc1 (stereo unspecified)	-5%
CN(N=O)c1ccc(/C=C/c2ccccc2)cc1	5.6µM*
C=CCCC(=O)N1C[C@H]2CON(C)[C@H]2C[C@H]1c1cccc(Oc2ccccc2)c1	-5%
O=C(NCCc1ccccc1)C1Cc2c(-c3ccc4c(c3)OCO4)ccnc2O1 (stereo unspecified)	-48%
CC1(C(=O)NS(=O)(=O)c2cccc(C#N)c2)CCN1C(=O)Cc1ccc(Cl)cc1Cl (stereo unspecified)	28%
Cc1cc2nc(-c3ccccc3)c(Cc3ccsc3)n2c(C)c1Br	-41%
COC(=O)C1=C(C(=O)OC)[C@]2([C@@H]3CCCCN[C@@H](Cc4ccccc4)C(=O)N3Cc3ccccc3)C=C[C@H]1O2	0%
Oc1ccc(-c2nc3ccccc3nc2-c2ccc(O)cc2O)c(O)c1	-28%
O=C(NCc1ccccc1)c1cc(C2COCCN2C(=O)C/C=C/c2ccccc2)on1 (stereo unspecified)	-6%
Cc1ccc(S(=O)(=O)N2C[C@@H](C)[C@]3(C2)[C@H](O)[C@H](OC(=O)Nc2c(C)noc2C)C[C@H]2C(=O)N(c4ccccc4)C(=O)[C@H]23)cc1	13%

13 successive entries from above, for reference:
SMILES	BRCA1 expr up
COc1cccc(CNc2nc3cc(C(C)=C(C)C)sc3c(=O)n2C)c1	-56%
Cc1ccc(S(=O)(=O)NC(=O)C2(C)CCN2C(=O)C2CC2)cc1 (stereo unspecified)	6%
O=C(NCc1ccc(F)cc1)c1cc(-c2ccccn2)nc2ccc(S(=O)(=O)N3CCOCC3)cc12	-4%
OC(CN1CCCCC1)c1ccc(Br)cc1 (stereo unspecified)	-5%
CN(N=O)c1ccc(/C=C/c2ccccc2)cc1	5.6µM*
C=CCCC(=O)N1C[C@H]2CON(C)[C@H]2C[C@H]1c1cccc(Oc2ccccc2)c1	-5%
O=C(NCCc1ccccc1)C1Cc2c(-c3ccc4c(c3)OCO4)ccnc2O1 (stereo unspecified)	-48%
CC1(C(=O)NS(=O)(=O)c2cccc(C#N)c2)CCN1C(=O)Cc1ccc(Cl)cc1Cl (stereo unspecified)	28%
Cc1cc2nc(-c3ccccc3)c(Cc3ccsc3)n2c(C)c1Br	-41%
COC(=O)C1=C(C(=O)OC)[C@]2([C@@H]3CCCCN[C@@H](Cc4ccccc4)C(=O)N3Cc3ccccc3)C=C[C@H]1O2	0%
Oc1ccc(-c2nc3ccccc3nc2-c2ccc(O)cc2O)c(O)c1	-28%
O=C(NCc1ccccc1)c1cc(C2COCCN2C(=O)C/C=C/c2ccccc2)on1 (stereo unspecified)	-6%
Cc1ccc(S(=O)(=O)N2C[C@@H](C)[C@]3(C2)[C@H](O)[C@H](OC(=O)Nc2c(C)noc2C)C[C@H]2C(=O)N(c4ccccc4)C(=O)[C@H]23)cc1	13%

Continuation.
SMILES	BRCA1 expr up
CCCCN(C(=O)c1ccc2c(c1)S(=O)(=O)N=C1CCCCCN12)c1c(N)n(CC(C)C)c(=O)[nH]c1=O	-5%
CC(C)C[C@@H](CN1CCC[C@H]1CN1C(=O)C(=O)NC[C@@H]1Cc1ccc(O)cc1)N1C[C@H](Cc2ccccc2)N(CC2CCCCC2)C(=O)C1=O	8%
COc1ccc(C)cc1NC(=O)COC(=O)Cc1c[nH]c2ccccc12	-3%
CSc1nc(O)c(C(c2ccc(OC(C)C)cc2)c2c(O)nc(SC)[nH]c2=O)c(=O)[nH]1	-11%
CC1(C(=O)NCc2ccco2)Cc2c(-c3cccc(C(F)(F)F)c3)ccnc2O1 (stereo unspecified)	-52%
OC[C@@H]1CN(Cc2ccc(F)cc2)C[C@H](n2cnc3c(NCc4ccncc4)ncnc32)O1	-10%
CSc1ccc(/C=C/C(=O)OCC(=O)N2CCN(c3ccccc3)CC2)cc1	5%
COc1ccc(/C=C(/NC(=O)c2ccc(Br)cc2)C(=O)Nc2cccc(C(=O)O)c2)cc1	5%
CCOC(=O)C1CCN(C(=O)c2ccc3c(=O)n4nc(Nc5ccccc5CC)sc4nc3c2)CC1	-15%
CCOC(=O)[C@H]1[C@H]2COc3ccc(Br)cc3[C@@H]2N2C(=O)CN(C)C(=O)[C@@]12C	9%
C[C@@H]1CCCCO[C@@H](CN(C)C(=O)Cc2ccccc2)[C@@H](C)CN([C@H](C)CO)C(=O)c2cc(N(C)C)ccc2O1	7%
COc1cccc(-c2cnc3c(NC=O)cc(-c4ccncc4)cn23)c1	-24%
COCC(=O)Nc1ccc2c(c1)[C@@H]1C[C@H](CC(=O)NCc3cccc(F)c3)O[C@@H](CO)[C@@H]1O2	-4%
Nc1cc(S(=O)(=O)c2ccc(N3CCCCC3)c(N)c2)ccc1N1CCCCC1	-22%
Cc1ccc(C(=O)Nc2nnc([C@H]3C[C@H](O)[C@@H](CO)O3)s2)cc1	15%
S=c1[nH]nc2sc3ccccc3n12	-8%
O=C1CN(CN2CCCCC2)C(=O)CN1CN1CCCCC1	13%
O=[N+]([O-])c1cc([N+](=O)[O-])c2cc(-c3cccnc3)[nH]c2c1	-10%
CCC(C(N)=O)N1C(=O)C2C3CCC(C3)C2C1=O (stereo unspecified)	5%
O=C1c2ccccc2S(=O)N1c1cccc(F)c1 (stereo unspecified)	-30%
CS(=O)(=O)c1cc(N2CCOCC2)ccc1CNC[C@H]1O[C@@H](n2cnc3c(=O)[nH]c(N)nc32)[C@H](O)[C@@H]1O	7%
Fc1ccc(-c2nc3ccc(Br)cn3c2Cc2ccccc2)cc1	5%
CC(C)C1C(=O)N(Cc2cn(Cc3ccco3)nn2)CCS(=O)(=O)N1Cc1ccc(-c2ccc(F)nc2)cc1 (stereo unspecified)	-8%
CCNC(=S)Nc1ccc2c(c1)c(=O)n(C)n2-c1cc(C)cc(C)c1	-23%
COc1ccc(CCN2C(=O)COc3ccccc3C2C(=O)NCc2ccccc2)cc1OC (stereo unspecified)	12%
SMILES	BRCA1 expr up
COc1ccc(C2CC(=O)CCN2S(=O)(=O)c2ccc(C)cc2)cc1 (stereo unspecified)	-3%
CCN1C[C@@H]2[C@@H]3C(=O)N(C)C(=O)[C@@H]3[C@](Cc3ccccc3)(C1=O)N2C(=O)c1ccc(C)cc1	5%
CCN(CC)c1ccc(-c2nnc(SCC(=O)NCc3ccco3)n2CC)cc1	3%
c1ccc(COc2ccc(-c3cc4nc(NCCCn5ccnc5)ccn4n3)cc2)cc1	-61%
CC1(C(=O)NS(=O)(=O)c2cccc(F)c2)CCN1C(=O)c1ccco1 (stereo unspecified)	0%
NC1=NC2OC(CO)C(O)C2O1 (stereo unspecified)	25%
O=C(c1csc2c1CCCC2)n1cccn1	1%
CC1(C(=O)NCc2ccc(Cl)cc2)CCN1C(=O)Cc1ccc(Cl)cc1Cl (stereo unspecified)	0%
CC(C)NC1(C#N)CCN(Cc2ccccc2)CC1	-19%
C[C@H](CO)N1C[C@H](C)[C@H](CN(C)C(=O)c2ccccc2)OCc2cnnn2CCCC1=O	-14%
Cc1ccc(C)c(CC(=O)N2CCCC(c3cc(C(=O)Nc4ccccc4Cl)no3)C2)c1 (stereo unspecified)	20%
CCOC(=O)c1ccc(NC(=O)C2(N3C(=O)c4ccccc4C3=O)CCCC2)cc1	-21%
CC(C)C1C(=O)N(Cc2cn(CCC3OCCO3)nn2)CCS(=O)(=O)N1Cc1ccc(-c2ccncc2)cc1 (stereo unspecified)	1%
O=C(Nc1ccccc1)OCCc1ccccc1	u
COc1ccc(CC(=O)Nc2cc(S(C)(=O)=O)ccc2Cl)cc1S(=O)(=O)N1CCOCC1	-10%
C[C@@]12C(=O)N(CC3CCCO3)CC(=O)N1[C@@H]1c3ccccc3OC[C@@H]1[C@@H]2c1ccccc1 (stereo partly specified)	-1%
COc1cccc(CNc2nc3cc(-c4cccc(C(F)(F)F)c4)sc3c(=O)n2C)c1OC	0%
Cc1nc(-c2ccc(Cl)cc2)sc1C1(C)CC(c2ccncc2)=NO1 (stereo unspecified)	9%
CC(=O)c1ccc(OCc2cn(CC(=O)c3ccc(O)cc3)nn2)c(C)c1	0%
Cc1cc(=O)[nH]c(NN=Cc2cc(Br)ccc2O)n1	-80%
CCOC(=O)CN1C(=O)N[C@@H](c2ccco2)C(C(=O)OC)=C1C	7%
COc1ccc(N2C(=S)N(C(=O)c3ccccc3)C(=Nc3ccccc3)C2=Nc2ccccc2)cc1	2%
COc1ccc(C=C(C(C)=O)C(=O)c2ccccc2)cc1	-15%
O=C(NCc1ccncc1)[C@@H]1CCCN1C(=O)[C@@H]1CCCN1C(=O)c1ccccc1	0%
Cc1nn(-c2ccccc2)c(C)c1C(=O)OCC(O)=C(C#N)c1nc2ccccc2[nH]1	-42%
SMILES	BRCA1 expr up
CN(C)CCC(C(=O)c1ccccc1)c1cccnc1 (stereo unspecified)	-18%
CCOC(=O)C1=C(Nc2ccc(OC)cc2)C(N)=NC1=N	2%
C=CCOC(=O)C1=C[C@@H](c2csc3ccccc23)[C@H](CCCO)[C@@H](OCC)O1	-7%
O=C(O)CCCN1C(=O)C2C3CCC(C3)C2C1=O (stereo unspecified)	5%
O=C1C=CC(=O)C(CNc2ccc(C(=O)OCc3ccccc3)cc2)=C1	-80%
COC/C=C/C1=CC2=CC(=O)C(C)(OC(=O)c3cnc4ccccc4n3)C(=O)C2=CN1CC1CC1 (stereo unspecified)	11%
CC(OC(=O)c1cccc(-n2cnnn2)c1)C(=O)Nc1ccc(F)c(F)c1F (stereo unspecified)	-1%
CCOC(=O)N1CCC(NC(=O)c2oc3c(C)c(C)ccc3c2C)CC1	-19%
C[C@H](CO)N1C[C@H](C)[C@@H](CN(C)S(=O)(=O)c2ccc3ccccc3c2)OCc2cn(nn2)CCCC1=O	11%
CC1(c2nc3ccccc3[nH]2)CCC(=O)N1Cc1ccc(F)cc1 (stereo unspecified)	5%
CSCCC1NC(=O)C(C(C)=NNC(N)=O)=C1O (stereo unspecified)	-8%
CC(C)(C)c1ccc(CC(=O)N2CCC2(C)C(=O)NCc2cccc3ccccc23)cc1 (stereo unspecified)	-60%
COc1cccc2c1C(=O)/C(=C/c1ccc(N(C)C)cc1)C2	u
COCCNc1nc(Nc2ccccc2Cl)c2sccc2n1	-43%
CC(=O)c1c(C)[nH]c(C(=O)OCC(=O)NC(C)c2ccccc2)c1C (stereo unspecified)	-42%
O=C(c1cccs1)N1CCN(C(=O)c2cccs2)C1=S	-88%
COc1cccc(-c2cnc3c(c2)C(=O)N([C@H](C)CO)C[C@@H](C)[C@H](CN(C)C(=O)Nc2ccccc2F)O3)c1	7%
CC(OC(=O)CCN1C(=O)C2CC=CCC2C1=O)C(=O)Nc1ccc(F)cc1 (stereo unspecified)	-15%
Clc1ccc(CNc2ncnc3nc[nH]c23)cc1	0%&9%
CCCCC(=O)Nc1ccc(N2CCCC2)cc1	20%
O=C(C1CCCCC1)N1C[C@H](n2cc(C3CC3)nn2)[C@@H](O)C[C@@H]1c1ccccc1	9%
Cc1cc(C(F)F)n2nc(C(=O)Nc3ccc(S(=O)(=O)N4CCCCCC4)cc3)nc2n1	-20%
CC(O)CNC1c2ccccc2CC1O (stereo unspecified)	-17%
C[C@@H]1CCCCO[C@@H](CN(C)C(=O)CCCN(C)C)[C@@H](C)CN([C@H](C)CO)C(=O)c2cc(N(C)C)ccc2O1	0%
Cc1ccc(CNCc2cn[nH]c2-c2ccc(C)cc2)cc1	0%

Some of the entries so far, as comma-separated lines:
SMILES,BRCA1 expr up
Cc1cc(OCc2cn(CC(=O)c3ccc(O)cc3)nn2)ccc1[N+](=O)[O-],10%
Cc1ccc(C(=O)Nc2nnc([C@H]3C[C@H](O)[C@@H](CO)O3)s2)cc1,15%

Further records:
SMILES	BRCA1 expr up
Cc1ccc(NC(=O)C2(C)CCN2Cc2csc3ccccc23)cc1 (stereo unspecified)	-14%
COc1ccc(OCCCn2c(CCNC(=O)C3CCCCC3)nc3ccccc32)cc1	1%
CC(=O)N1CCc2nc3ccccc3cc21	6%
O=C(N/N=C/c1ccc(Cl)cc1)c1ccc2nc[nH]c2c1	9%
Cc1ccc(C2=CC(c3ccccc3)n3ncnc3N2)cc1 (stereo unspecified)	0%
Cc1cc(C)cc(N2C(=O)C=CC2=O)c1	-78%[inhibitor]
Cc1ccc([C@H]2C[C@@H](O)[C@H](n3cc(COC(=O)c4ccccc4)nn3)CN2C(=O)C2CCCCC2)cc1	-3%
COC(=O)C1CC2=C(CCC2=O)N(c2ccccc2)C1=O (stereo unspecified)	9%
